# AmpC detergent: qHTS Inhibitors of AmpC Beta-Lactamase (assay with detergent); P00811; AmpC hydrolysis of nitrocefin, absorbance 480 nm, 0.01% Triton; Potency, µM (highest dose often 114 µM), for the others: at the top dose activity change, negative = inhibition, hits mostly inhibitors; 370,000 compounds, 0.041% hits;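 also: potency is read from the fitted curve at half-maximal effect; 0% = no-compound wells and -100% = no-enzyme wells; nearly all actives have a fitted effect of over 25% in size; some results filed as inactive show a strong effect at the top dose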
# Target sequence (P00811 whole entry, looked up): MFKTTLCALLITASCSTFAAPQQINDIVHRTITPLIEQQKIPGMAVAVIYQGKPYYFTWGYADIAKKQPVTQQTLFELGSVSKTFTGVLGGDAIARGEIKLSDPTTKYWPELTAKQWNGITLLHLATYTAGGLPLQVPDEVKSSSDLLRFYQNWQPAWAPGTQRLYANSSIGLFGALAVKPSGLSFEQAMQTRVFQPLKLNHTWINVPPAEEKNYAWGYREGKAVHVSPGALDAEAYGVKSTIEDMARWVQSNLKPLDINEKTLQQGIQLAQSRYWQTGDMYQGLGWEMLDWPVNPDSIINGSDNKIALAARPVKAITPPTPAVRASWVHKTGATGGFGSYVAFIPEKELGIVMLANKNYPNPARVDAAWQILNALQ
#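 20 mM phosphate pH 7.0 + 0.01% (detergent screen) or 0.0001% Triton X-100; 5.3 nM AmpC reagent; cpd preinc 15 min RT; nitrocefin (800 uM stock) to start; A480 q20 s × 4 min; Activity was normalised to no-enzyme and no-compound control wells.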
# AMA1-RON2 inh: qHTS for Inhibitors of AMA1-RON; Towards Development of Antimalarial Drug Lead: Primary Screen; AID 720542, 2013; Potency, µM (highest dose often 58.2 µM), for inactives: at the top dose activity change, negative = inhibition, most hits filed as inhibitors; Plasmodium falciparum AMA1 (3D7) - RON2 peptide interaction; 360,000 compounds, 0.2% hits; AlphaScreen AMA1-biotinylated RON2 peptide binding;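 also: potency is read from the fitted curve at half-maximal effect; 0% = vehicle wells and -100% = peptide control; nearly all actives have a fitted effect of over 45% in size; some results filed as inactive show a strong effect at the top dose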
#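 AMA1 (3D7) with his tag at 25 nM final met compounds first, then biotinylated RON2 peptide at 25 nM; detection used donor plus acceptor beads, 10 µg/mL apiece, read by AlphaScreen after 30 min at room temperature.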
# TbPYK inhibitor: qHTS of Trypanosoma Brucei Inhibitors | pyruvate kinase (Trypanosoma brucei), Q57TT1 | 410,000 compounds, 0.12% hits | Potency, µM (top dose mostly 76.8 µM), inactives show at the top dose activity, negative = inhibition, hits mostly inhibitors | TbPYK enzyme, Kinase-Glo Plus ATP luminescence, 45 min; also: potency is read from the fitted curve at half-maximal effect; nearly all actives have a fitted effect of over 50% in size
#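 Assay buffer: 50 mM TEA pH 7.2, 100 mM KCl, 10 mM MgCl2, 0.05% BSA, 0.01% Tween-20. Pyruvate kinase from T. brucei plus substrate met compound, then ADP (130 uM final). Luminescence was read post 45 min RT.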
# LmPK inh: qHTS Assay for Inhibitors of Leishmania Mexicana Pyruvate Kinase (LmPK); Q27686; purified LmPK, Kinase-Glo ATP luminescence, 1 h; Potency, µM (titrated, usually from 57.5 µM), inactives show at the highest dose activity change, negative = inhibition, most hits filed as inhibitors; 290,000 compounds, 0.37% hits; also: potency is read from the fitted curve at half-maximal effect
# Target sequence (Q27686 whole entry, looked up): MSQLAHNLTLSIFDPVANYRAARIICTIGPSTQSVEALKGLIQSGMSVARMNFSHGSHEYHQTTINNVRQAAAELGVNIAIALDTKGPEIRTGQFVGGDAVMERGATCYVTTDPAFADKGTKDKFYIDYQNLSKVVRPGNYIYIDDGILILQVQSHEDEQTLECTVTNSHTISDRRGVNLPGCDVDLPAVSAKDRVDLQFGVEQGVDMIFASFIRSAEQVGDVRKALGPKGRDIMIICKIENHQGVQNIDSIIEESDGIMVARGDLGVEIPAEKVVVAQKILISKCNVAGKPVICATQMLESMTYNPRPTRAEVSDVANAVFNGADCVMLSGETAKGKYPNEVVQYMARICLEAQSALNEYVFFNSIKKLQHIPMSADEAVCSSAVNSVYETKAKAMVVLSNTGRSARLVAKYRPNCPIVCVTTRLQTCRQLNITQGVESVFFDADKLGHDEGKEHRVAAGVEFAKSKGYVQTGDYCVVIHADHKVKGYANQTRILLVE
#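 Kinase-Glo luminescence read after 1 h RT reaction of 0.1 nM LmPK with 0.5 mM PEP and 0.1 mM ADP. Activity scaled between uninhibited and enzyme-free controls.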
# HCV inhibitor: qHTS Assay for Inhibitors of Hepatitis C Virus (HCV). Potency, µM (series often up to 41.8 µM), inactives show top-dose activity change, negative = inhibition, most hits filed as inhibitors. 340,000 compounds, 3.4% hits. AID 651820, 2012. Huh7.5.1 HCVcc-Cre infection, luciferase reporter, 44 h; also: potency is read from the fitted curve at half-maximal effect
#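 Antiviral activity was scored by luciferase reporter output from cells infected with HCVcc-Cre (~0.5 moi) in presence of compound, 44 h infection period, cells seeded 1,000/well 4 h prior.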
# AmpC inh no detg: qHTS Inhibitors of AmpC Beta-Lactamase (assay without detergent) | Potency, µM (top dose mostly 57.1 µM), without a hit: at the top dose activity change, negative = inhibition, hits mostly inhibitors | P00811 | AmpC nitrocefin hydrolysis, absorbance 480 nm, 0.0001% Triton | 330,000 compounds, 0.52% hits;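 also: potency is read from the fitted curve at half-maximal effect; plate controls were no compound for no effect and no enzyme for full effect; nearly all actives have a fitted effect of over 20% in size; some results filed as inactive show a strong effect at the top dose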
#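 AmpC (5.3 nM in the dispensed reagent) in 20 mM phosphate pH 7.0 with 0.01% (detergent screen) or 0.0001% Triton X-100 was preincubated with compounds for 15 min at room temperature. Nitrocefin was then added from an 800 uM solution, and hydrolysis was followed at 480 nm.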
# HCMV antiviral: qHTS Assay for inhibitors of the human cytomegalovirus (HCMV); HFF cells, HCMV-luciferase reporter, 72 h; active compounds read low; activity change, negative = inhibition, % at 57.5 µM; 410,000 compounds, 4.5% hits; in the data active = activity change below about -60%; inconclusive = no clear call, values can overlap the other calls; inactive = above about -39%
#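 HFF cells seeded 16 h at 37C, treated with compounds, infected with luciferase-reporter HCMV at MOI 1 PFU/cell; luciferase read at 72 h post infection, normalized to buffer-only and Salinomycin controls.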
# The depositor's hits bear a star; ? = inconclusive; / = not tested or not shown; & = joins results of further samples; [ ] = another dose, or the depositor's remark. Unless noted, calls follow the shape of the dose curve; as a rule, active = well fitted curve in the direction sought with a large enough effect; inconclusive = small, poorly fitted or top-dose-only effect, or another doubt; inactive = no such curve, though single readings can be large; an effect the other way counts as inactive or inconclusive. Unless noted, % is scaled to controls: 0 for no effect and ±100 for the full control effect.
SMILES,AmpC detergent,AMA1-RON2 inh,TbPYK inhibitor,LmPK inh,HCV inhibitor,AmpC inh no detg,HCMV antiviral
C[C@@H]1CN([C@H](C)CO)C(=O)c2cc(NC(=O)Cc3cn(C)c4ccccc34)ccc2O[C@H]1CN(C)C(=O)Nc1ccc2c(c1)OCO2,/,-4.9%,-0.1%,/,?,185.0%[activator],13.4
CSc1nsc(/C=C/Nc2cccc(Cl)c2)c1C#N,?,3.2%,-11.7%,-2.5%,?,/,51.3
CCOC(=O)N1CCN(S(=O)(=O)c2cc(C)c(C)cc2C)CC1,2.0%,-24.5%,0.0%,5.7%,14.0%,4.5%,28.8
CC(C)C[C@H]1CN=C(Nc2ccccc2)N1CC1CCCCC1,0.6%,-0.4%,-0.4%,0.3%,3.1%,-1.5%,?
C=C1SC(=Nc2c(C)cccc2Cl)N(C(=O)c2sc3ccccc3c2Cl)C12CCCCC2,-3.2%,0.0%,-3.8%,4.7%,-4.8%,-42.1%,?
COCCCN1C(=O)C(=O)/C(=C(/O)c2ccc(OC(C)C)cc2)C1c1ccncc1 (configuration not stated),?,2.5%,4.0%,4.3%,-0.1%,-0.1%,29.2
CCc1noc(C)c1C(=O)NNC(=O)c1nn(C)c(=O)c2ccccc12,-6.5%,46.3%[activator],-9.1%,/,0.3%,-8.9%,60.2
Cc1ccc(NC(=O)C2CCN(c3nc(-c4ccc(C(C)C)cc4)no3)CC2)c(Cl)c1,-0.2%,/,-3.4%,/,/,/,-69.4*
CCCc1n[nH]c(=O)c2c1nnn2Cc1ccccc1,2.3%,-0.8%,-5.2%,-2.9%,8.0%,-14.1%,26.9
O=C(NCCc1ccc(Cl)cc1)c1ccc2c(c1)N(Cc1c(F)cccc1Cl)C(=O)CS2,7.7%,/,2.0%,/,/,/,?
Cc1cccc(C)c1Nc1nc2ccccc2nc1NS(=O)(=O)c1ccccc1,-1.7%,/,4.0%,/,/,/,-9.3
Cc1[nH]c(C)c(S(=O)(=O)N2CCN(c3ccccc3)CC2)c1C(=O)N1CCCC1,-5.6%,-1.9%,0.1%,0.0%,16.8%,5.0%,-15.6
COc1ccc(-c2nc3ccc(Cl)cn3c2Cc2ccccc2)cc1OC,/,-2.8%,1.7%,/,/,/,3.8
CC(=O)Nc1ccc(/C=C2\Sc3ccccc3C2=O)cc1,-0.9%,17.6%,-4.5%,-0.7%,-20.3%,-11.5%,-13.4
O=C(O)c1ccc(O)cc1O,-1.5%,-1.5%,0.7%,/,23.0%,-10.6%,-6.5
CCN1CCCC1CN(Cc1cc2ccc(C)cc2[nH]c1=O)C(=S)Nc1ccccc1OC (configuration not stated),-12.7%,-3.8%,-8.3%,1.5%,-12.2%,-2.1%,-5.3
CCOC(=O)c1[nH]c(C)c(C(=O)O)c1C,?,/,/,12.5%,/,-5.8%,/
CC(=O)NC12CC3CC(C1)CC(C(=O)N1CCN(S(=O)(=O)c4ccc(Cl)s4)CC1)(C3)C2,6.8%,-7.2%,-1.4%,3.0%,15.3%,173.4%[activator],17.6
CC1CCCCN1C(=S)NCc1ccco1 (configuration not stated),-12.0%,-18.6%,-1.1%,3.5%,-10.2%,-11.5%[11.4 µM],-10.7
CCCCCCCCNC(=O)/C(C#N)=C/c1ccccc1[N+](=O)[O-],-9.6%,?,-16.9%,-2.9%,-4.7%,-8.0%,-34.9
Cc1nc2ccccc2c(=O)n1NC(=O)c1ccccc1,12.1%,11.4%,0.1%,0.2%,8.8%,-19.6%,-1.7
CCOC(=O)Cc1csc(SCC(=O)N(CC(C)C)c2c(N)n(Cc3ccccc3)c(=O)[nH]c2=O)n1,?,19.7%,1.1%,/,-5.1%,-0.6%,1.8
O=C(COC(=O)c1cccc(Br)c1)NCc1ccco1,/,-19.3%,-2.6%,/,9.3%,-21.1%,1.2
CCc1cc(=O)oc2cc(C)cc(OC(C)C(=O)NC(Cc3c[nH]c4ccc(O)cc34)C(=O)O)c12 (configuration not stated),-2.0%,-1.7%,2.0%,-6.6%,-3.8%,-35.8%,22.3
O=C(COc1ncnc2ccccc12)NCC1CCCO1 (configuration not stated),0.1%,1.2%,0.0%,-0.2%,3.3%,-29.1%,47.7
CC(=O)Nc1ccc(S(=O)(=O)NC2CC(=O)N(c3cccc(F)c3)C2)cc1 (configuration not stated),-14.8%,13.2%,-6.5%,/,?,-14.7%,-18.2
O=C1CSC(=S)N1N1C(=O)c2cccc([N+](=O)[O-])c2C1=O,3.5%,/,/,?,/,-23.3%,/
CCOc1ccccc1NC(=O)c1ccc2c(c1)CCN2S(C)(=O)=O,19.9%,/,-4.3%,/,/,/,0.0
Cc1ccc(P(=O)(CO)c2ccc(C)cc2)cc1,-8.0%,0.9%,-1.0%,6.1%,-4.5%,5.9%,26.2
CCC(C(=O)Nc1nccs1)(C(F)(F)F)C(F)(F)F,-4.8%,42.9%[activator],-13.9%,7.8%,-3.1%,-28.6%,12.7
COC(=O)c1cc(OC)nc2c1c(=O)n(C)c(=O)n2C,-6.0%,-1.9%,-3.3%,2.2%,-16.3%,1.5%,?
CC(=O)Nc1ccc(NC(=O)C2CCCN2S(=O)(=O)c2ccc3c(c2)CCCC(=O)N3)cc1 (configuration not stated),2.5%,/,-7.5%,/,/,/,2.4
Cc1nc(C)n(CC(O)COc2ccc3cc(Br)ccc3c2)n1 (configuration not stated),-1.5%,-15.8%,2.1%,2.0%,?,/,-33.6
COc1cc(C(=O)N2CCCc3ccccc32)c([N+](=O)[O-])cc1OC,?,-4.4%,2.6%,6.6%,14.9%,52.7%,32.6
O=C(Nc1ccc2ccccc2n1)c1ccc(Cl)cc1,-7.3%,-7.5%,0.5%,-1.0%,?,-23.6%,49.9
COc1ccc(C(=O)OCC(=O)Nc2cc(C)on2)cc1S(=O)(=O)N1CCOCC1,-10.5%,-11.9%,-1.5%,0.4%,-0.7%,-0.8%,?
CCCN(CC(=O)Nc1ccccc1C)C(=O)c1ccc(S(=O)(=O)N2CCC(C)CC2)cc1,0.3%,0.0%,-21.6%,/,-7.2%,36.2%,-17.8
O=C1NC(O)CCN1C1CC(O)C(CO)O1 (configuration not stated),/,-4.1%,2.5%,/,/,/,-7.9
CC1CCC2(CC1)NC(=O)N(CC(=O)Nc1ccc3c(c1)OCO3)C2=O (configuration not stated),/,5.4%,-7.0%,/,-4.6%,-23.9%,115.5
COc1ccc(C(C(=O)NCC2CCCO2)N(Cc2ccccc2)C(=O)c2snc(C(N)=O)c2N)cc1OC (configuration not stated),-1.6%,-0.9%,4.3%,-6.4%,-0.8%,57.5%,25.8

# Another view of some results above.
# Every second line gives: AmpC detergent, AMA1-RON2 inh, TbPYK inhibitor, LmPK inh, HCV inhibitor, AmpC inh no detg, HCMV antiviral
CC(=O)Nc1ccc(NC(=O)C2CCCN2S(=O)(=O)c2ccc3c(c2)CCCC(=O)N3)cc1 (configuration not stated)
  2.5%, /, -7.5%, /, /, /, 2.4
Cc1nc(C)n(CC(O)COc2ccc3cc(Br)ccc3c2)n1 (configuration not stated)
  -1.5%, -15.8%, 2.1%, 2.0%, ?, /, -33.6
COc1cc(C(=O)N2CCCc3ccccc32)c([N+](=O)[O-])cc1OC
  ?, -4.4%, 2.6%, 6.6%, 14.9%, 52.7%, 32.6
O=C(Nc1ccc2ccccc2n1)c1ccc(Cl)cc1
  -7.3%, -7.5%, 0.5%, -1.0%, ?, -23.6%, 49.9

# Carrying on:
SMILES,AmpC detergent,AMA1-RON2 inh,TbPYK inhibitor,LmPK inh,HCV inhibitor,AmpC inh no detg,HCMV antiviral
Cc1nc(SCc2ccc(C#N)cc2)n[nH]1,?,5.2%,-2.1%,-1.7%,15.1%,-8.9%,55.9
O=C(CS(=O)(=O)c1cn(Cc2ccc(Cl)cc2)c2ccccc12)N1CCOCC1,?,6.9%,5.7%,-0.1%,0.1%&4.1%,138.9%[activator],?
COCCn1c(SCC(=O)Nc2ccccc2)nc2c1c(=O)[nH]c(=O)n2C,-8.8%,-1.1%,2.1%,-4.6%,0.1%,-20.0%,18.7
O=C(Nc1ccon1)c1cccc(S(=O)(=O)N2CCCC2)c1,-5.0%,0.9%,-0.7%,-7.0%,-1.1%,-15.6%,5.9
Cn1nccc1C(=O)NC1CC(C)(C)Cc2c1cnn2-c1ccc(F)cc1 (configuration not stated),?,-20.1%,-2.5%,-3.6%,-5.1%,-8.2%,-15.9
O=C1/C(=C/c2cccs2)SC(=S)N1NS(=O)(=O)c1ccccc1,7.8%,-12.6%,-7.7%,4.6%,11.3%,-48.1%,0.0
O=C(c1cccs1)N1CCCC(c2ccccc2)C1 (configuration not stated),-0.4%,3.0%,2.4%,1.6%,-5.3%,-15.3%,2.8
O=C(O)CC(NC(=O)c1ccccc1NC(=O)c1ccccc1)C(=O)O (configuration not stated),1.0%,-5.7%,-7.4%,1.1%,6.2%,-15.8%,1.4
O=C(NC1C/C=C\C(c2ccccc2)N(c2ccccc2)C(=O)C1)OCC1c2ccccc2-c2ccccc21 (configuration not stated),/,-5.7%,-8.4%,/,?,-18.3%,/
CC(=O)c1c(C)[nH]c(C(=O)COC(=O)c2ccc(Cl)nc2)c1C,-2.9%,-6.5%,-2.9%,/,-23.9%,-24.6%,-2.8
CC(=O)Nc1ccc(C(=O)Cn2c3[n+](c4c(F)c(F)ccc42)CCCCC3)cc1,2.7%,-4.1%,1.8%,0.3%,12.5%,0.0%,-11.3
COC(=O)C1=C(c2cccc(OCc3ccccc3)c2)C[C@@H]2CC[C@H]1N2C(=O)NCc1ccc(N(C)C)cc1,-2.1%,11.2µM*,-7.2%,/,12.6µM*,1.5%,-19.2
Cc1nn(C)cc1C(=O)c1ccccc1,/,2.4%,-1.0%,/,?,/,33.4
C=CCSc1nnc(-c2cc3c(C(F)(F)F)nn(C)c3s2)n1C,-0.5%,5.3%,-21.5%,5.7%,4.2%,60.7%[activator],-16.8
CC(=O)Nc1cc(C(=O)N(C)Cc2ccco2)ccc1Sc1ccc(C)cc1,-8.1%,-4.9%[11.6 µM],-3.0%,0.9%,-8.7%,87.0%[activator],-21.7

# Compound activity (PubChem)

# The order is random; overall some 7.5% were active at least once.
